# From PubChem
# Giardia FBPA inh: inhibitors of Giardia lamblia fructose-1,6-bisphosphate aldolase | actives 0.71% (n = 290,000) | purified Giardia FBPA | AID 2451 | Potency, µM (highest dose often 59.6 µM), inactives show at the highest dose activity, negative = inhibition, hits mostly inhibitors; further: potency means the concentration at half of the fitted maximal effect; on the % scale 0 is the no-effect control and ±100 the full control effect; nearly all actives have a fitted effect of over 55% in size
# Target sequence (A8B2U2 whole entry, looked up): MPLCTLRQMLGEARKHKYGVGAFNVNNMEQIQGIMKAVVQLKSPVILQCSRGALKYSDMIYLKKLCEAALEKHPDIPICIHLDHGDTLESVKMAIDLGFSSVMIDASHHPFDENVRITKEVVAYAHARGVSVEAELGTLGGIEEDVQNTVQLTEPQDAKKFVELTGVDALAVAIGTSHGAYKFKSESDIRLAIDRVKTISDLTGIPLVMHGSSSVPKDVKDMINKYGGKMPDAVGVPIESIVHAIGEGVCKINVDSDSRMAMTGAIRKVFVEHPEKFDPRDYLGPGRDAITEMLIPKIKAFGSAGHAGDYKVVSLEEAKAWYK
#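 40 nM FBPA preincubated 10 min at RT with compound (up to 57.5 uM final), then substrate plus GAPDH/TPI/NAD/arsenate coupling and diaphorase/resazurin added. Fluorescence read after 20 min at RT, 525/598 nm.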
# Pf growth 96h: P. falciparum growth inhibition at 96 hour, primary screen for plastid delayed-death inhibitors. actives 6.9% (n = 320,000). P. falciparum luciferase reporter growth, 96 h. Potency, µM (doses to about 28.7 µM), inactives show top-dose activity change, negative = inhibition, hits mostly inhibitors; further: potency means the concentration at half of the fitted maximal effect; on the % scale 0 is the no-effect control and ±100 the full control effect
#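 Erythrocytes infected with luciferase-expressing P. falciparum were dispensed at 2% hematocrit and 0.05% parasitemia (final), then incubated with compounds 96 hours at 37 C in 5% CO2. Luminescence after detection reagent addition reported growth.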
# Shiga toxin inh: inhibitors of Shiga toxin in Vero cells; Vero cells, Shiga toxin protein synthesis inhibition reporter; AID 2315; actives 9.2% (n = 290,000); inhibition, % at 38.7 µM; in the data active means inhibition mostly above about 28%, no sharp cut-off; inactive means mostly below about 43%; further: 0% is about no effect
# Cycloheximide cs: counter-screen for Shiga toxin inhibitors: cycloheximide protein synthesis inhibition; max response, %; cell reporter, cycloheximide protein synthesis inhibition counterscreen; actives 12% (n = 300,000); in the data active means max response mostly above about 13%, no sharp cut-off; inactive means mostly below about 14%; further: read at 38.3 µM for the half of the compounds with a filed dose; 0% is about no effect
# HCV inhibitor: inhibitors of hepatitis C virus infection; Huh7.5.1 HCVcc-Cre infection, luciferase reporter, 44 h; Potency, µM (titrated, usually from 41.8 µM), for inactives: at the top dose activity change, negative = inhibition, usual class: inhibitors; actives 3.4% (n = 340,000); AID 651820; further: potency means the concentration at half of the fitted maximal effect; on the % scale 0 is the no-effect control and ±100 the full control effect
#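 1,000 cells/well; 4 h culture; + compound; + HCVcc-Cre (~0.5 moi); 44 h; luciferase substrate, RT 15 min; read 15 sec.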
# Pf growth 48h: P. falciparum growth inhibition at 48 hours (one generation); P. falciparum luciferase growth in erythrocytes, 48 h; Potency, µM (highest dose often 28.7 µM), for inactives: at the top dose activity change, negative = inhibition, usual class: inhibitors; actives 5.9% (n = 310,000); AID 504832; further: potency means the concentration at half of the fitted maximal effect; on the % scale 0 is the no-effect control and ±100 the full control effect
#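 Read-out is firefly luciferase luminescence from an integrated reporter in P. falciparum, so falling signal marks reduced parasite growth. Infected erythrocytes were at 2% hematocrit and 0.1% parasitemia (final) in Albumax-supplemented RPMI 1640.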
# The depositor's hits bear a star; ? = inconclusive; . = no result given; & = joins results of further samples; [ ] = remark or other dose. Unless noted, the call rests on the fitted dose curve; in most records, active means well fitted curve in the direction sought with a large enough effect; inconclusive means small, poorly fitted or top-dose-only effect, or another doubt; inactive means no such curve, though single readings can be large; an effect the other way counts as inactive or inconclusive.
SMILES,Giardia FBPA inh,Pf growth 96h,Shiga toxin inh,Cycloheximide cs,HCV inhibitor,Pf growth 48h
COc1nnc(-c2ccc(C)c(S(=O)(=O)NCC3CCCO3)c2)c2ccccc12 (stereo unspecified),.,-5%,11,-5,-14%,?
COc1cccc(CNC(=O)CN(C)S(=O)(=O)c2ccc(Br)s2)c1,-1%,-24%,76*,22*,-10%,-4%
COc1ccc(Cl)cc1C(=O)Nc1ccc2nc3n(c(=O)c2c1)CCCC3,7%,2.1µM*,14,0,?,?
CCCc1cc(C(=O)N2CCN(S(=O)(=O)c3ccc(OC)c(OC)c3)CC2)cs1,2%,21%,38,14,-2%,-6%
O=C(CCc1nnc(CCCCc2ccccc2)o1)N1CCN(CCO)CC1,2%,7%,10,-3,2%,9%
CC(=C/c1ccccc1)/C=C1/SC(N2CCOCC2)=NC1=O,10%,-14%,30*,23*,?,27%
CN1CCC(=O)N([C@H](CSc2ccc(Br)cc2)Cc2ccccc2)CC1,0%,3.3µM*,-3,-2,?,9.3µM*
Cc1nc(N2CCC(C)CC2)c2oc3ccccc3c2n1,-7%,?,40,-2,?,-6%
COc1cc2c(cc1CN1CCN(C(=O)c3cc(OC)c(OC)c(OC)c3)CC1)OCO2,?,?,-4,-1,-7%,?
CCOC(=O)c1c(C)[nH]c(N=Nc2ccccc2Cl)c1C,-23%,17%,97*,65*,?,?
O=C(CCC(=O)Nc1ccccc1)NNC(=O)c1ccco1,-5%,26%,-9,-2,12%,22%
COc1ccc2cc(C(C)C(=O)Nc3cccc(S(=O)(=O)N(C)C)c3)ccc2c1 (stereo unspecified),.,?,-3,-1,25µM*,?
C/C(CC(=O)Nc1cccnc1)=N\NC(=O)c1ccc([N+](=O)[O-])c(Cl)c1,27%,-10%,18,7,22%,17%
CCOc1ccc(S(=O)(=O)N(C)CC(=O)NCCN2CCOCC2)cc1,3%,-1%,37,0,13%,13%
COC(=O)c1cn(NC(=O)C2CCC(C(C)(C)C)CC2)c(=O)c2ccccc12 (stereo unspecified),3%,4.1µM*,-4,-3,12%,16%
CC(C)C(=O)Nc1nnc(CCN2CCOCC2)s1,7%,2%,-9,-4,29%,.
CC(C)[C@@H](C(=O)N1CCNCC1)n1cc(CCO)nn1,1%,42%[activator],-12,-2,-18%[8.37 µM],36%[activator]
O=C(CCNC(=O)C1CCN(S(=O)(=O)c2ccccc2)CC1)NCc1ccc(Cl)cc1,.,-15%,4,2,11%,-3%
O=c1c2c(nc3nc[nH]n13)CCC2,-26%,40%[activator],12,-3,5%,.
CCOC(=O)C1CCN(C(=O)Cn2ncc3c([nH]c4ccccc43)c2=O)CC1,-1%,21%,6,-1,14%,26%
O=S(=O)(Nc1cccc(Cl)c1)c1ccc2oc(=S)[nH]c2c1,20%,-8%,-5,-2,3%,-1%
O=S(=O)(Nc1ccc2c(c1)nc1n2CCOC1)c1ccc(Cl)cc1,-6%,10%,-14,-2,-5%,29%
COc1c(OC)c(O)c2c(=O)cc(-c3c(O)cccc3O)oc2c1OC,-23%,?,43,17*,?,?
CC(C)NC(=O)C(Sc1ccccc1)c1ccccc1 (stereo unspecified),-2%,.,-30,-4,1%,-7%
COc1ccc(-c2csc3ncnc(N4CCN(S(=O)(=O)c5ccc(C)c(C)c5)CC4)c23)cc1,.,?,.,.,11µM*,?
COc1ccc(CSc2nc(C)[nH]c2[N+](=O)[O-])cc1[N+](=O)[O-],15%,2%,-5,7,20%,32%[activator]
C=CCn1c(C)cc(C(=O)Cn2ncc(Cl)c(Cl)c2=O)c1C,-1%,9%,73*,42*,13µM*,3%
CCOC(=O)/C=C/C(=O)Nc1ccc(S(=O)(=O)Nc2c(C)cc(C)cc2C)cc1,1%,41%[activator],-9,2,1%,8%
CC(C)(C)NCC(O)COc1ccc(Br)cc1 (stereo unspecified),3%,4%,-9,-1,-15%,?
CC(C)CC(=O)NC(=S)Nc1ccc(S(=O)(=O)N2CCN(C)CC2)cc1,2%,-6%,-34,6,11%,3%
Cc1ccc(NC(=O)CSCC(=O)N=c2sccn2C)cc1,.,9%,.,.,0%,0%
COc1ccc(N2CCN(c3ncnc4c3cnn4-c3ccc(C)cc3C)CC2)cc1,-8%,138%[activator],-4,-1,10%&-23%,?
COc1ccc(Br)cc1C(=O)Nc1ccc(N2CCCC2)cc1,5%,?,-8,-3,?,-15%
Cc1noc(C)c1-c1ccc2ncnc(NCc3ccc(F)cc3)c2c1,.,.,22,22,.,.
CCCCc1ccc(NC(=O)CC(C)=O)cc1,6%,?,43,0,-12%,?
CCCC(=O)N1CCN(Cc2nc3cc([N+](=O)[O-])ccc3n2C)CC1,-3%,-28%,-2,4,-26%,8%
O=C(CSc1cccc2cccnc12)Nc1cccc(S(=O)(=O)N2CCOCC2)c1,-1%,?,-7,-1,6%,?
Cc1[nH]n(C)c(=O)c1C(=O)c1c(-c2c(Cl)cccc2Cl)noc1C,-4%,?,6,1,8%,-2%
O=C(c1ccccc1F)N1CCCC(c2ccccc2)C1 (stereo unspecified),5%,1%,-8,10,-13%,-11%
COC(C[C@H]1O[C@H]1[C@@H](O)COCc1ccccc1)OC,9%,0%,-8,-4,14%,45%[activator]

# Part of the list above, reformatted.
canonical_smiles	Giardia FBPA inh	Pf growth 96h	Shiga toxin inh	Cycloheximide cs	HCV inhibitor	Pf growth 48h
O=S(=O)(Nc1cccc(Cl)c1)c1ccc2oc(=S)[nH]c2c1	20%	-8%	-5	-2	3%	-1%
O=S(=O)(Nc1ccc2c(c1)nc1n2CCOC1)c1ccc(Cl)cc1	-6%	10%	-14	-2	-5%	29%
COc1c(OC)c(O)c2c(=O)cc(-c3c(O)cccc3O)oc2c1OC	-23%	?	43	17*	?	?
CC(C)NC(=O)C(Sc1ccccc1)c1ccccc1 (stereo unspecified)	-2%	.	-30	-4	1%	-7%
COc1ccc(-c2csc3ncnc(N4CCN(S(=O)(=O)c5ccc(C)c(C)c5)CC4)c23)cc1	.	?	.	.	11µM*	?
COc1ccc(CSc2nc(C)[nH]c2[N+](=O)[O-])cc1[N+](=O)[O-]	15%	2%	-5	7	20%	32%[activator]
C=CCn1c(C)cc(C(=O)Cn2ncc(Cl)c(Cl)c2=O)c1C	-1%	9%	73*	42*	13µM*	3%
CCOC(=O)/C=C/C(=O)Nc1ccc(S(=O)(=O)Nc2c(C)cc(C)cc2C)cc1	1%	41%[activator]	-9	2	1%	8%
CC(C)(C)NCC(O)COc1ccc(Br)cc1 (stereo unspecified)	3%	4%	-9	-1	-15%	?
CC(C)CC(=O)NC(=S)Nc1ccc(S(=O)(=O)N2CCN(C)CC2)cc1	2%	-6%	-34	6	11%	3%
Cc1ccc(NC(=O)CSCC(=O)N=c2sccn2C)cc1	.	9%	.	.	0%	0%
COc1ccc(N2CCN(c3ncnc4c3cnn4-c3ccc(C)cc3C)CC2)cc1	-8%	138%[activator]	-4	-1	10%&-23%	?
COc1ccc(Br)cc1C(=O)Nc1ccc(N2CCCC2)cc1	5%	?	-8	-3	?	-15%
Cc1noc(C)c1-c1ccc2ncnc(NCc3ccc(F)cc3)c2c1	.	.	22	22	.	.

# Other entries follow.
SMILES,Giardia FBPA inh,Pf growth 96h,Shiga toxin inh,Cycloheximide cs,HCV inhibitor,Pf growth 48h
O=Cc1s/c(=N\S(=O)(=O)c2ccccc2)n(CCCCl)c1Cl,2%,1%,-25,-3,4.5µM*,4%
CCN(CC)CCN1C(=O)c2ccccc2NC1c1cccc(F)c1 (stereo unspecified),-2%,.,6,-2,-5%,?
NC(=O)CSc1oc(-c2ccco2)nc1S(=O)(=O)c1ccccc1,-4%,?,-5,5,4%,?
Cc1ccc(C(C)C)c(OCC(=O)NNC2=CC(=O)CC(C)(C)C2)c1,2%,?,32,-2,-1%,?
CCOCCCNC(=O)/C(C#N)=C/c1ccc(-c2ccc(S(=O)(=O)N3CCOCC3)cc2)o1,-11%,13µM*,-10,-5,?,-20%
O=C(c1cc2ccccc2oc1=O)N(Cc1ccc2c(c1)OCO2)Cc1ccco1,2%,4%,110*,8,-3%,-7%
CCCCC(=O)Nc1cc(C)c(NC(=O)c2cccs2)cn1,1%,47%[activator],-19,-2,-2%,5%
CC(NC(=O)c1ccco1)C(=O)N(C)Cc1ccc(C(F)(F)F)cc1 (stereo unspecified),-1%,31%[activator],-8,-6,27%,22%
CC(=O)c1ccc(NC(=O)C2CC(=O)N(Cc3ccccc3)C2)cc1 (stereo unspecified),3%,.,101*,29*,17%,54%[activator]
Cc1ccc(-c2cccc(C(=O)NCCc3ccccc3)n2)c2ccccc12,-4%,-16%,24,8,?,2%
CC(C)OCCCNC(=O)C(=O)N/N=C/c1ccc(OCc2ccccc2)cc1,5%,-1%,-3,-1,-11%,42%[activator]
CC12CC3CC(C)(C1)CC(Nc1nc(N4CCOCC4)nc4ccccc14)(C3)C2,-1%,1.3µM*,-10,-1,1%,1.7µM*
Cc1c(NC(=O)COc2cccc(Br)c2)c(=O)n(-c2ccccc2)n1C,-2%,1%,-5,-4,7%,9%
CCOc1ccc2[nH]c(=O)c(CN(CCc3ccccc3)C(=O)N3CCCC3)cc2c1,.,-17%,-5,-3,-8%,?
CCc1ccc(CNC(=O)C2CCN(S(=O)(=O)N3CCC(C)CC3)CC2)cc1,-3%,10%,-1,-3,?,-24%
COc1ccc(NS(=O)(=O)c2ccc(Cl)c(N)c2)cc1Br,-21%,0%,-15,-3,-7%,-28%
Cc1cc(C(=O)CSc2ncnc3ccccc23)c(C)n1C1CC1,.,?,.,.,10µM*,?
COc1ccc(/C=N/NC(=O)CC#N)cc1Oc1nc(Cl)ncc1F,-2%,19%,-7,-3,-1%,-18%
COc1cc(OC)c2c(c1)O[C@@H](c1ccc(OC)c(OC)c1)[C@H](O)C2,11%,?,.,-1,10%,-35%
CN(Cc1ccccc1)C(=O)c1ccccc1NC(=O)C1CC1,1%,6%,16,-3,7%,-6%
COC(=O)c1cc(Oc2ccc(C(=O)OC)cc2N)cc(C(=O)OC)c1,-1%,?,18,-2,-29%,?
CC(=O)N1CCCc2cc(S(=O)(=O)N3CCCC(C(=O)Nc4cccc(C)c4)C3)ccc21 (stereo unspecified),20%,16%,-20,-2,?,-20%
